Bioassay records as filed in PubChem BioAssay.
HTR5A ag ctr: HTR5A agonists in luminescence cell assay, primary screen, counter-screen for OPRM1-OPRD1 heterodimer agonist project, full-deck HTS; AID 504692, 2011; 5-hydroxytryptamine receptor 5A (Homo sapiens), P47898; activation, % at 9.3 µM; 340,000 tested, 0.61% active; cell-based; in the data active = activation mostly above about 9.5%, no sharp cut-off; inactive = mostly below about 7.6%;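 note: 0% = cells with vehicle only and 100% = reference agonist; strong numbers were not always called active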
V-ATPase pH: regulators of yeast V-ATPase proton pumping, primary screen, pHLuorin cytosolic pH fluorescence | S. cerevisiae | response, % at 10 µM | 350,000 tested, 0.37% active; in the data active = response mostly above about 7.3%, no sharp cut-off; inactive = mostly below about 5.4%; note: actives read high; inactives centre near 0; some compounds called inactive have numbers as strong as hits; reference of the scale not given here
DAGLB inhibitor: DAGLB lipase inhibitors, primary screen, biochemical, fluorescence, HTS. HEK293T DAGLB membrane lysate, EnzChek fluorogenic substrate. inhibition, % at 5.17 µM. 340,000 tested, 0.059% active. AID 504411, 2011; in the data active = inhibition above about 34%;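 note: 0% = enzyme with vehicle and 100% = wells lacking enzyme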
DSG3 Ab inh: inhibitors of pemphigus antibody binding to DSG3, primary screen, biochemical, bead-based, flow cytometry, scFv-GFP; DSG3-coupled beads, scFv-anti-DSG3-GFP binding; stronger effect = lower value; 310,000 tested, 0.48% active; Desmoglein-3 (Homo sapiens), P32926; binding (percent of control), % at 10 µM;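 active = binding more than 3 SD below its plate's average and above zero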;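 note: hits lower antibody fragment binding to DSG3; some compounds called inactive have numbers as strong as hits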
OPRM1-OPRD1 inv: inverse agonists of MOR-DOR heterodimerization, primary screen, cell-based, luminescence. cell-based MOR-DOR heterodimer luminescence, inverse agonism. inhibition, % at 9.3 µM. 340,000 tested, 0.21% active. AID 504357, 2011; in the data active = inhibition above about 22%, passing the limit was not always enough;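 note: 0% = cells with DMSO and 100% = wells without cells with DMSO; values of inactives mirror those of a sister screen read the other way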
Target sequence (P35372 whole entry, looked up): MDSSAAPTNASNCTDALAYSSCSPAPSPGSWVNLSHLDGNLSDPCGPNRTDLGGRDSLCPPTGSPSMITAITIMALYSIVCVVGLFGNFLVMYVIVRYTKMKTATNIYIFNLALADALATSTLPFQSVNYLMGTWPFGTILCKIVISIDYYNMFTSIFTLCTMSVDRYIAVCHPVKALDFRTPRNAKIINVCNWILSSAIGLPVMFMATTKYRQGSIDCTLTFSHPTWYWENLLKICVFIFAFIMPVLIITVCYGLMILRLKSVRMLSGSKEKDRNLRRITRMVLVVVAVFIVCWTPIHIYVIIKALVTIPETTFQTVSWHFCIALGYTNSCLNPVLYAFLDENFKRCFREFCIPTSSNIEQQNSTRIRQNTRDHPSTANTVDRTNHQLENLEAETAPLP
Target sequence (P41143 whole entry, looked up): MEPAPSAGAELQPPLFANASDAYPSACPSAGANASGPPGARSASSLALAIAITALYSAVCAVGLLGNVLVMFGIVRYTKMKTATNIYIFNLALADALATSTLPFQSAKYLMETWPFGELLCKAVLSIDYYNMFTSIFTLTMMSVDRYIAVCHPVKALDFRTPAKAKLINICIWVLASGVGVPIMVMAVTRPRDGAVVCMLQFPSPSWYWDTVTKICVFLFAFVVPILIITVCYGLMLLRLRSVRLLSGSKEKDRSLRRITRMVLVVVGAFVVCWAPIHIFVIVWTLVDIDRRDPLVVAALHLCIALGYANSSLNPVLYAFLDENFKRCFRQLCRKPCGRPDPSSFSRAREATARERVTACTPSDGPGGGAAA
PKA-R1A act: activators of PKA-R1A holoenzyme, primary screen, biochemical, fluorescence polarization, Cy5-IP20, bovine R1A, mouse PKAc | PKA-R1A dissociation; scaled: DMSO 0%, 113 µM cGMP 100% | activation, % at 11.4 µM | 340,000 tested, 0.083% active | AID 504707, 2011;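 active = percent activation above the mean of all tested compounds plus 3 SD, cut at about 19% in these data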;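 note: higher means more PKAc released from R1A so a rise in polarization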
HTR5A inv ag: HTR5A inverse agonists in luminescence cell assay, primary screen, counter-screen for OPRM1-OPRD1 heterodimer inverse agonist project, full-deck HTS; inhibition, % at 9.3 µM; 340,000 tested, 0.083% active; 5-hydroxytryptamine receptor 5A (Homo sapiens), P47898; AID 504634, 2011; HTR5A cell line, inverse agonism; in the data active = inhibition mostly above about 23%, no sharp cut-off; inactive = mostly below about 18%;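 note: 0% = cells with DMSO and 100% = no-cell wells with DMSO; some compounds called inactive have numbers as strong as hits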
PKA-R2B act: activators of PKA-R2B holoenzyme, primary screen, biochemical, fluorescence polarization, Cy5-IP20, human | cAMP-dependent protein kinase catalytic subunit beta (Homo sapiens) + cAMP-dependent … | PKA-R2B holoenzyme dissociation; R2B truncated from residue 108, S112A mutant; 0% DMSO only, 100% 113 µM cGMP | activation, % at 11.4 µM | 340,000 tested, 0.079% active;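 active = activation above a cutoff set at the mean over all compounds plus 3 SD, cut at about 18% in these data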;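 note: higher means more holoenzyme dissociation and a rise in polarization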
Arrestin-AP2 inh: inhibitors of beta-arrestin/AP2 binding, primary screen, biochemical, GPCR trafficking, flow cytometry; 340,000 tested, 0.31% active; beta-arrestin 1 C-terminal peptide binding to AP2 beta2-adaptin appendage (human); inhibition, % at 10 µM; FITC-arrestin peptide / GST-AP2 beads; AP2 beta2 appendage carries R879A mutation;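 active = inhibition above a set limit, near 3 SD of compounds lacking own fluorescence, cut at about 54% in these data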;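 note: plate controls were DMSO wells for no effect and 5 µM unlabelled arrestin peptide for full effect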
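system = GST-tagged AP2 beta2-adaptin appendage (R879A) on 4 µm glutathione beads | reagent = FITC-labelled arrestin peptide probe, 50 nM final | schedule = compound with beads 12 min RT, then probe 1 h RT | signal = HyperCyt-sampled flow cytometry, FL1 channel, ex 488/em 535 nm | read-out = percent response from loss of bead-bound FITC fluorescence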
OPRM1-OPRD1 ag: agonists of OPRM1-OPRD1 heterodimerization, primary screen, cell-based, luminescence; Mu-type opioid receptor (Homo sapiens) + Delta-type opioid receptor (Homo sapiens), …; cells; activation, % at 9.3 µM; 340,000 tested, 0.3% active; in the data active = activation above about 18%;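 note: 0% = vehicle-treated cells and 100% = reference agonist; values of inactives mirror those of a sister screen read the other way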
* hit, by the source's call; . = not tested or not shown; & = joins results of further samples.

Values run as follows: HTR5A ag ctr	V-ATPase pH	DAGLB inhibitor	DSG3 Ab inh	OPRM1-OPRD1 inv	PKA-R1A act	HTR5A inv ag	PKA-R2B act	Arrestin-AP2 inh	OPRM1-OPRD1 ag
Cc1ccc2[nH]c(=O)c(CN(CCN3CCOCC3)C(=O)Nc3ccc(F)cc3)cc2c1
→ 3	11	1	104	3	4	-1	-1	6	-0.6
Cc1ccccc1NC(=O)Cc1nc(COC(=O)c2ccccn2)cs1
→ -2	1	0	102	20	-16	5	-7	-3	-3.8
CCOc1ccc(Cn2nnc(C(=O)NCCc3ccc(Cl)cc3)c2N)cc1
→ -4	-1	0	111	-6	-13	10	1	-8	1.2
CSc1nc2ccc(NC(=O)c3c(F)cccc3F)cc2s1
→ 0	0	-4	105	2	-1	-22	-1	22	-0.4
CC(=O)N1CC(C)Oc2ccc(S(=O)(=O)NC(CC(=O)O)c3cc(C)ccc3C)cc21 (configuration not stated)
→ -2	-1	-1	.	15	-2	-9	-21	-3	-2.9
Cc1ccccc1CN1C(=O)c2ccccc2S1(=O)=O
→ -2	-5	-1	113	20	9	5	-2	25	-3.8
C/C(=N/NS(=O)(=O)c1ccc(Br)cc1)c1ccc(C)o1
→ 2	2	1	102	19	0	-8	-2	-3	-3.6
COc1cccc(NS(=O)(=O)c2ccc3c(c2)NC(=O)C(C)S3)c1 (configuration not stated)
→ -4	2	3	98	8	-8	-3	-6	-9	-1.6
CC1(C)O[C@@H]2[C@H](O1)[C@@H](CO)O[C@H]2n1ccc(=O)[nH]c1=O
→ 2	2	0	104	9	-8	-8	-15	-4	-1.4
CCC1(C)Cc2ccccc2C(=O)N1 (configuration not stated)
→ 10	1	0	.	7	-3	-27	3	0	-1.5
CCOc1ccccc1NC(=O)Nc1ccc2c(c1)OCO2
→ -4	4	-1	.	-3	5	-26	-13	-11	0.5
CC1CCN(C(=O)C2CCN(S(=O)(=O)c3cccc4cccnc34)CC2)CC1
→ 2	-1	-3	95	8	7	5	-2	-7	-1.4
S=C(NCCc1cnc[nH]1)NC1CCCC1
→ 3	1	-3	98	10	-7	-28	-6	-5	-1.9
Cc1c(NC(=O)C2CCCN2C(=O)c2cccs2)c(=O)n(-c2ccccc2)n1C (configuration not stated)
→ 5	-1	1	90	8	2	-17	-11	-5	-1.4
Cc1nnnn1/C(=C\c1ccccc1)C(=O)OCC(=O)Nc1cccc(S(=O)(=O)N(C)C)c1
→ 2	-4	0	98	-6	4	-6	9	-4	1.3
O=c1nc2s/c(=C\c3ccc(-c4ccccc4[N+](=O)[O-])o3)c(=O)n2nc1-c1ccccc1
→ 4	-2	13	113	-21	4	-2	2	-2	3.8
N#CC1(NC(=O)Cn2cc(C(F)(F)F)cc(Cl)c2=O)CCCCC1
→ 0	0	-6	.	3	7	-9	-3	7	-0.5
CN(CC(=O)Nc1cccc(F)c1)C(=O)c1ccc2c(c1)CC(c1ccccc1)OC2=O (configuration not stated)
→ 2	-1	-1	100	5	-8	8	-4	24	-0.8
O=C(CNCC1CCCO1)Nc1ccccc1N1CCOCC1 (configuration not stated)
→ 0	-4	1	95	10	8	6	2	13	-2.0
CCCCn1c(N)c(N(CCC(C)C)C(=O)CSc2nnc(C)s2)c(=O)[nH]c1=O
→ 6	0	-2	.	1	-1	-19	-5	-3	-0.3
CC(C(=O)N1CCCCC1)N(C)CC(=O)Nc1ccc(Cl)cc1 (configuration not stated)
→ -7	-1	0	101	14	0	19	-5	-1	-2.8
CCCOc1ccc(C(=O)N(Cc2cccs2)C2CCS(=O)(=O)C2)cc1 (configuration not stated)
→ -4	4	1	98	5	-7	-1	-11	1	-0.8
Cc1ccc(/C=C2\SC(N3CCN(C(c4ccccc4)c4ccccc4)CC3)=NC2=O)o1
→ 4	1	5	76	2	-14	-21	-2	20	-0.3
O=C(NC(=S)NC1CCCc2ccccc21)c1ccc(F)cc1 (configuration not stated)
→ -1	-2	-13	97	-35	4	-10	5	3	5.5
Cn1c(=O)c2c(ncn2CC(=O)N2CCN(c3ccccc3)CC2)n(C)c1=O
→ .	0	4	99	.	0	.	17	1	.
COc1ccc2c3c(c(=O)oc2c1OCC(=O)O)CCCC3
→ -1	1	0	99	5	11	4	6	-1	-0.9
NNC(=O)C1CC(O)CN1S(=O)(=O)c1ccc(Cl)cc1 (configuration not stated)
→ -4	-1	1	100	1	-7	11	1	-8	-0.3
CCOCN(C(=O)Cn1cnc2ccccc21)c1c(C)cccc1CC
→ .	4	-1	115	.	-3	.	-4	9	.
CC(=O)c1ccc(Nc2nc(N3CCOCC3)nc(N3CCOCC3)n2)cc1
→ 5	-2	0	106	-4	-3	5	2	-12	0.9
c1ccc(COc2ccc(OCCCCN3CCCC3)cc2)cc1
→ 0	-1	0	135	11	-1	11	-15	1	-2.0
CCOc1ccccc1N(C(=O)CNC(=O)c1ccco1)C(C(=O)NC1CCCC1)c1cccnc1 (configuration not stated)
→ 3	-3	-2	98	0	4	-16	1	0	0.0
C/C=C/c1ccc(OCCCn2cncn2)c(OC)c1
→ 0	1	1	99	8	6	20	-5	5	-1.4
CC(=O)Nc1ccc(NC(=O)C(C)OC(=O)c2ccc(-n3cnnn3)cc2)cc1 (configuration not stated)
→ 0	-3	-3	92	-6	-2	0	13	22	0.9
Cn1c(-c2ccc(F)cc2)cnc1NCc1cccc(F)c1
→ 5	0	-1	106	27	-6	12	-11	2	-4.9
Cc1cc2c(cc1C)[n+](C)cn2CC(O)COCC1CC=CCC1 (configuration not stated)
→ 1	-3	-3	110	-3	-10	-3	-12	25	0.4
Cc1ccc2c(c1)nnn2C1CCN(S(=O)(=O)c2ccc(C(=O)N(C)C)cc2)CC1
→ 1	-4	-1	106	11	0	21	9	17	-1.9
CCC(=O)NC(=S)Nc1cccc(NC(=O)c2ccccc2C)c1
→ 2	5	-1	105	4	1	-6	0	15	-0.8
CCc1cc2cc(C)cc(C)c2nc1Cl
→ 3	2	-3	96	6	6	-24	-9	-15	-1.1
O=C(NCC1CCCO1)c1cc2ccccc2oc1=O (configuration not stated)
→ -5	0	-3	107	12	-2	11	4	2	-2.6
CCOCCCNC(=O)Cc1ccc(OC)c(OC)c1
→ 0	-2	-1	.	11	-5	0	-1	-10	-1.8
CN(CC(=O)Nc1ccc(Cl)cc1)C(=O)CCc1nc2sc3c(c2c(=O)[nH]1)CCCC3
→ 21*	1	9	107	-66	1	-46	5	26	10
O=C(C1CCN(S(=O)(=O)c2cccc3cccnc23)CC1)N1CCCCC1
→ 3	-1	2	102	15	-3	10	-20	1	-2.9
COc1ccc(NC(=O)C2CCN(c3cc(-c4ccccc4)nc4ncnn34)CC2)cc1OC
→ 1	3	1	.	-2	-1	-16	-3	-9	0.4
Cc1cc(C)c(NC(=O)CSc2nnc(-c3ccccn3)n2N)c(Cl)c1
→ 8	-4	2	100	5	6	-31	5	8	-0.9
COc1cccc(S(=O)(=O)N(C)C[C@H]2OCc3cnnn3CCCC(=O)N([C@@H](C)CO)C[C@@H]2C)c1
→ .	3	-4	.	.	-4	.	-7	.	.
Cc1ccc(CNC(=O)c2cc(-c3ccccc3)n(Cc3cc(C)no3)n2)cc1
→ 0	-1	-4	109	2	-25	-1	-4	-3	-0.4
COc1cc(NC(=O)c2nccnc2N)cc(C(=O)Nc2cccc(C(F)(F)F)c2)c1
→ 4	0&-4	-2&-1	112&102	-14	-21&-1	-24	-10&-5	.	2.4
CCN(CC)S(=O)(=O)c1ccc(/C=C/C(=O)Nc2cccc(F)c2)cc1
→ 3	0	-1	114	-28	-8	-22	3	4	5.2
CSCCC(NC(=O)COc1ccccc1)C(=O)OCC(=O)c1cc2ccccc2o1 (configuration not stated)
→ -12	-3	0	.	68*	13	33*	-8	15	-11
O=c1cc(-c2ccccc2F)nc(-c2ccccc2F)o1
→ 5	-1	-3	104	4	-7	20	7	4	-0.6
CC(C)Sc1nc2c(c(=O)[nH]1)C(c1cccs1)C1=C(CC(C)(C)CC1=O)N2 (configuration not stated)
→ 6	3	-3	103	4	2	-17	3	4	-0.6
Cc1ccc(CN2CCN(c3ccccn3)CC2)s1
→ 0	1	-12	99	12	-10	14	-7	41	-2.0
Cc1nc(CCNC(=O)c2ccccc2)cs1
→ 4	-4	-1	91	6	-16	-10	4	1	-1.1
Cc1noc(C)c1S(=O)(=O)Nc1ccc(C(=O)NC2CCCCC2)cc1
→ 5	-7	-1	101	0	0	-33	2	5	0.0
C[C@H](CO)N1C[C@H](C)[C@@H](CN(C)CC2CC2)Oc2c(NC(=O)Cc3ccccc3)cccc2C1=O
→ 0	-4	-3	95	-1	3	-11	-4	.	0.2
CC(C)(C)c1ccc(OCC(=O)NNC(=S)NC(=O)c2ccccc2[N+](=O)[O-])c(Br)c1
→ -4	1	12	101	32*	-4	16	-11	-7	-6.3
Cc1c(C=O)c2ccccc2n1CC(=O)N1CCc2ccccc2C1
→ -2	4	3	98	12	0	0	6	22	-2.2
COC(=O)c1sccc1NC(=O)c1ccc(OC)cc1OC
→ 1	1	-2	100	3	-23	-3	1	3	-0.6
Cc1ccc(NC(=O)c2ccc(NS(=O)(=O)c3cccc4cccnc34)cc2)cc1
→ 1	-3	-1	121	5	1	-5	-1	-13	-1.0
Cc1ccc(-c2nn(-c3ccccc3)cc2C(N)=O)o1
→ 3	-4	3	95	7	-3	-8	-2	6	-1.3

Other entries follow.
Values run as follows: HTR5A ag ctr	V-ATPase pH	DAGLB inhibitor	DSG3 Ab inh	OPRM1-OPRD1 inv	PKA-R1A act	HTR5A inv ag	PKA-R2B act	Arrestin-AP2 inh	OPRM1-OPRD1 ag
O=C(Nc1ccccn1)c1sc2cccc(F)c2c1Cl
→ -1	0	-3	101	-5	5	2	-4	18	0.9
COCCN(C(=O)COc1ccccc1)c1nnc(-c2cccnc2)s1
→ -4	-5	0	99	14	5	4	3	17	-2.3
Cc1cc(Nc2ccc(C)c(F)c2)n2ncnc2n1
→ -6	7	2	.	-6	-3	16	7	1	1.1
COc1ccc(C(C)(C)C)cc1NC(=O)COC(=O)c1ccc([N+](=O)[O-])o1
→ 6	0	-2	101	-37	1	-17	-8	16	5.1
